Bioassay records as filed in PubChem.
FXIIa inh mix = inhibitors of human coagulation factor XIIa, pooled mixtures; AID 684; inhibition, % at 5 µM; actives 0.2% (n = 62,000); P00748; purified FXIIa, fluorogenic substrate;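 further: 0% = enzyme without compound and 100% = no enzyme blank; some results filed as inactive read as strong as hits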
Target sequence (P00748 20-372 limits assumed): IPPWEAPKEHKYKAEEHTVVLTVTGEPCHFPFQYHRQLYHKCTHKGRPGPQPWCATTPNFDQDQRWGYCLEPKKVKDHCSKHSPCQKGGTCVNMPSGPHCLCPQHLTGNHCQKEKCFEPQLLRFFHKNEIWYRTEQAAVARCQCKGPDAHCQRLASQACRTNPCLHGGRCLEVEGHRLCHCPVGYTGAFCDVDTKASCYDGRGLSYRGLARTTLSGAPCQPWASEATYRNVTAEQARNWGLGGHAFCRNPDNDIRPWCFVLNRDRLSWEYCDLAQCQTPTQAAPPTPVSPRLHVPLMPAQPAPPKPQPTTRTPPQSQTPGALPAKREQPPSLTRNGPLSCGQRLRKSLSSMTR
Target sequence (P00748 373-615 limits assumed): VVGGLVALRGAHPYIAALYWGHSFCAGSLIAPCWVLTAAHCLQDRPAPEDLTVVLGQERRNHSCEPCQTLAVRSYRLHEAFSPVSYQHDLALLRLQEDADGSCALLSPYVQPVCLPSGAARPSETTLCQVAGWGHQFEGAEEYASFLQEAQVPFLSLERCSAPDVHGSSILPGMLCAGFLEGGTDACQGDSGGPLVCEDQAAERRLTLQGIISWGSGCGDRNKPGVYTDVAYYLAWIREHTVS
A340 absorber = compounds absorbing at 340 nm; compound absorbance at 340 nm, fold over control; fold change at 10 µM; 65,000 tested, under 10 active;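 active means at 10 µM dose, initial 340 nm absorbance at least 2 fold that of control wells; inactive means change under 2 fold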;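 further: initial absorbance extrapolated from kinetic A340 decline of NADH oxidation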
MMP-13 inhibitor = MMP13 (human) collagenase inhibition | P45452 | MMP-13 fTHP FRET cleavage, Mca fluorescence | inhibition, % at 4 µM | actives 0.07% (n = 65,000) | AID 570;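 active means inhibition above the mean of compound-free control plate wells plus 3 SD, cut at about 14% in these data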;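 further: 0% = DMSO wells and 100% = wells with reference MMP-13 inhibitor after basal subtraction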
Hsp90 block = displaces geldanamycin probe from tumor Hsp90 | P07900 | NCI-N417 lysate Hsp90, Cy3B-geldanamycin FP displacement | inhibition, % at 30 µM | actives 0.35% (n = 64,000) | AID 429;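 active means inhibition above 50%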;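 further: 0% = tracer plus lysate wells and 100% = tracer alone without lysate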
JNK3 inh = JNK3 (human) kinase inhibition. P53779. purified JNK3 kinase activity, HTS. inhibition, % at 8 µM. actives 0.61% (n = 60,000). AID 746; in the data active means inhibition above about 17%;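 further: 0% = DMSO and 100% = reference inhibitor; many of its hits are not listed in these tables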
Target sequence (P53779 whole entry, looked up): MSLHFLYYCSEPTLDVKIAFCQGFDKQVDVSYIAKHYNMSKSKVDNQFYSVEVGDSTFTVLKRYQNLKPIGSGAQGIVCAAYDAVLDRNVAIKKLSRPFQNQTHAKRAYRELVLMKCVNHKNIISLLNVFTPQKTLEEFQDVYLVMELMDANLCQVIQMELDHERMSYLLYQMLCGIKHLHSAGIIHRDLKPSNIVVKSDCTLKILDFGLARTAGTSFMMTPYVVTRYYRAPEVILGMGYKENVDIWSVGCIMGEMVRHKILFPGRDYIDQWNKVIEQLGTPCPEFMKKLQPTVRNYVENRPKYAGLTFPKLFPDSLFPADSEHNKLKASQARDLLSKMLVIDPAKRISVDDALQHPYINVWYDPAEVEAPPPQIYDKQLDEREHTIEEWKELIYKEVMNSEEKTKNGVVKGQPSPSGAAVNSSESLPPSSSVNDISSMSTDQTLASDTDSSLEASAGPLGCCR
FXIa mix inh = blocks human factor XIa in pooled compound mixtures; actives 0.19% (n = 62,000); purified FXIa, fluorogenic substrate; P03951; inhibition, % at 5 µM; AID 680;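 further: each value is inhibition by a whole ten-compound pool holding the compound; 0% = enzyme with no mixture and 100% = wells lacking enzyme; strong numbers were not always called active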
AP ELISA ortho = alternative pathway complement inhibition, orthogonal assay; Human serum alternative complement pathway, LPS-coated ELISA, C3 deposition; tested in compound mixtures; inhibition, % at 5 µM; actives 0.08% (n = 62,000); AID 1235;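 active means inhibition above 30% in each of the two pooled mixtures holding the compound, so the lower value exceeds 30%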;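 further: 0% = serum in Mg-EGTA without compound and 100% = EDTA serum blank; some compounds past the cut are filed as inactive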
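Test system: human serum complement alternative pathway, C3 deposition onto LPS / Medium: Mg2+-EGTA GVB++ buffer containing human serum at 1:15 dilution / Probe or stimulus: Plate-bound LPS / Times: 1 h at 37 °C / Signal: ELISA with HRP anti-human C3 antibody, TMB substrate, absorbance 450 nm / Measure: percent inhibition / Repeats: two pool placements per compound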
Cdc25B block = inhibitors of human Cdc25B phosphatase; P30305; recombinant Cdc25B, OMFP fluorescence Ex485/Em525; inhibition, %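 (compounds tested at 10 µM final in the well)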; actives 0.1% (n = 65,000); AID 368; in the data active means inhibition above about 50%
DUSP1 inh = blocks human MKP-1 phosphatase activity; P28562; recombinant MKP-1, OMFP hydrolysis fluorescence; inhibition, %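 (compounds tested at a single concentration somewhere between 10 and 100 µM)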; actives 0.15% (n = 65,000);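 active means inhibition above about 50%, limit read from the data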;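 further: 0% = DMSO max control wells and 100% = wells with enzyme stopped by NaOH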
An asterisk follows results filed as active; / = not tested or not shown; [ ] = dose if it differs, or a comment. Unless noted, no stated cut-off is given here; in the data, active means inhibition above about 20% (passing the limit was not always enough); inactive means the rest.

SMILES	FXIIa inh mix	A340 absorber	MMP-13 inhibitor	Hsp90 block	JNK3 inh	FXIa mix inh	AP ELISA ortho	Cdc25B block	DUSP1 inh
O=C(CCCC1=NS(=O)(=O)c2ccccc2N1)N1CCN(c2ccc(Cl)cc2)CC1	0	1	5	2	-3	0	-5	-7	13
COCCNC(=O)c1c(N)n(-c2cccc(C)c2)c2nc3ccccc3nc12	11	1	-302[fluorescence artefact?]	-4	2	-16	-9	-5	14
CCn1c(=O)cc(OCC(=O)NCc2cccnc2)c2ccccc21	5	1	-2	-5	-2	8	23	-14	4
COc1cccc(-n2c(C)nc3c(cnn3-c3ccc(C)cc3)c2=O)c1	4	0.99	1	0	9	-36	-12	-4	5
COc1ccc(-c2nnc(SCC(=O)Nc3ncc(C)s3)n2-c2ccccc2)cc1OC	7	1	-3	1	-1	-3	0	10	33
CC(NC(=O)CSc1nnc(COc2ccccc2)o1)c1ccccc1 (stereo not given)	/	0.98	-5	-3	-2	/	/	-2	-16
Cc1nnc(SCCn2c(N3CCN(c4ccccc4)CC3)nc3c2c(=O)n(C)c(=O)n3C)s1	13	1	-1	-1	-1	2	29	1	1
CCOc1ccccc1NC(=O)N1CCC(c2nc3ccc(C)cc3[nH]2)CC1	4	0.98	-1	-2	6	0	3	-10	9
CCCN1CCN(C(c2cc3cc(OCC)ccc3[nH]c2=O)c2nnnn2C2CCCCC2)CC1 (stereo not given)	2	1	-44	-1	2	-4	12	-3	20
O=C(Cn1ncc2c1-c1ccccc1OC2)N1CCN(Cc2ccc3c(c2)OCO3)CC1	5	1.1	1	-3	4	4	10	-11	17
COC(=O)c1cccc(NC(=O)CSc2nc(=O)cc(N)n2-c2ccccc2)c1	8	1	2	-21	8	-5	3	2	-6
CC(C)NC(=O)CCCn1c(=S)[nH]c2cc3c(cc2c1=O)OCO3	-21	1.1	2	-2	/	4	17	-11	-5
Cc1nn(-c2ccc(Cl)cc2)c2sc(C(=O)N3CCN(c4ccccn4)CC3)cc12	-6	1	4	2	-2	-1	-1	-13	7
CC(=O)Nc1ccc(S(=O)(=O)N2CCC(N(C)CCC(C)C)CC2)cc1	-1	1	3	-5	2	8	16	-4	-7
COc1ccccc1NC(=O)CCc1c(C)[nH]c(=O)c(C#N)c1C	-1	1.1	-3	-3	5	6	13	2	-4
CCn1c(SCC(=O)N2CCN(S(=O)(=O)c3ccccc3)CC2)nnc1-c1cccs1	-14	0.99	0	-2	-2	-2	25	-27	3
NC/C(=N\O)c1ccc(Cl)cc1Cl	2	1	2	1	5	6	17	6	10
FC(F)C(F)(F)C1=CC(c2ccccc2)=NCCN1	8	1.2	-2	-1	-2	1	-9	-11	5
COC(=O)Nc1ccc(C)c2nsnc12	6	1	-3	-3	5	8	18	-7	2
C/C(=C\c1ccccc1)CN1CCN(c2ccccc2)CC1	4	1.1	/	/	/	7	3	-12	13
Cc1nc(/C=[N+](\[O-])C(C)(C)/C=N/O)n(O)c1C	5	1.2	0	-4	7	-6	4	-12	-15
COc1cc(NC(=O)c2ccc3c(=O)n(Cc4ccco4)c(=S)[nH]c3c2)cc(OC)c1OC	0	1	0	-5	2	-5	-7	-4	13
CCOC(=O)c1c(-c2ccc(C)cc2C)csc1NC(=O)CSc1nnnn1C	7	1	3	-3	-3	4	27	-6	40
CCSc1nc(-c2ccco2)ccc1C#N	3	1.1	0	-9	-2	12	-9	6	27
O=C(CN(Cc1ccc2c(c1)OCO2)C(=O)CSc1nc2ccccc2o1)NC1CCCCC1	1	0.98	0	0	-9	6	18	2	18
CCc1ccc(NC(=O)CS(=O)CC(=O)NC(C)CCc2ccco2)cc1 (stereo not given)	3	0.95	7	0	/	-6	7	5	12
Cn1c(=O)[nH]c(=O)c2c1nc(N1CCNCC1)n2CCOc1ccccc1	-12	1	-1	1	-1	3	-14	-7	3
COc1ccc(N2C(=O)CC(N3CCN(c4ccc(S(=O)(=O)N5CCCC5)cc4)CC3)C2=O)cc1 (stereo not given)	4	1	6	-3	4	4	7	-16	23
O=C(NCc1ccc(F)cc1)c1noc2c1CCCC2	3	1	-4	-1	-5	3	11	3	10
CCC(C)(C)NC(=O)CN(C(=O)c1snc(C(N)=O)c1N)c1ccc2c(c1)OCO2	8	1	3	0	-1	5	12	8	18
CC1CCCN(C(=O)CSc2nnc(-c3ccc(S(=O)(=O)N4CCOCC4)cc3)n2C)C1 (stereo not given)	8	1	-8	-7	-1	3	-28	4	-7
O=C(NCCc1ccccn1)C1CC(=O)N(Cc2ccccc2Cl)C1 (stereo not given)	-1	0.98	0	-2	6	1	1	-5	3
Cc1ccc(S(=O)(=O)CCc2nc3ccccc3n2CCC#N)cc1	9	1	-2	/	/	-23	1	-5	14
CCOc1ccc(-c2cc(C(=O)N3CCN(C)CC3)c3ccccc3n2)cc1	-3	1.1	-106[fluorescence artefact?]	-3	-1	5	7	-28	15
CCOC(=O)c1c(C)nc2sccn12	2	1	4	-6	-1	6	-3	4	-8
Cc1cc(NC(=O)c2ccc(Cl)cc2)no1	4	0.99	0	-5	-5	-3	-15	-5	3
O=C(CCN1CCN(c2ccccc2)CC1)Nc1nccs1	7	1	3	-2	/	-2	-12	-3	18
COCc1cc(=O)[nH]c(Nc2nc(C)c3ccc(C)cc3n2)n1	-6	1	2	1	3	-1	7	-8	-2
Cc1cccc(N2CCN(CCNC(=O)c3cc4c(s3)CS(=O)(=O)C4)CC2)c1C	-1	1.1	-2	-6	/	16	12	7	7
O=S(=O)(NCc1ccco1)N1CCCCCC1	5	1	0	-6	1	0	-14	-2	-6
CN1C(=O)C2(OCC(COc3ccc(Cl)cc3)O2)c2ccccc21 (stereo not given)	0	1.1	1	-4	3	3	17	-8	1
Cc1nn(-c2ccccc2)c2sc(C(=O)N3CCCCC3)cc12	3	1	4	-2	13	-2	21	4	19
Cc1cc(NC(c2cccnc2)c2ccc3cccnc3c2O)no1 (stereo not given)	1	0.97	0	-4	-1	7	7	4	-9
Cc1ccc2[nH]c(=O)c(CN(C)C(=O)c3ccccn3)cc2c1	-1	1.1	0	-2	3	6	1	7	-17
COc1ccc(C(=O)OCC(=O)c2cc(OC)ccc2OC)c(OC)c1	-1	1.1	0	/	/	8	7	8	9
COc1ccccc1CNC(=O)c1ccc(S(=O)(=O)N2CCCC2)cc1	1	0.99	5	-5	-3	5	14	-9	18
C=C(C)COc1ccc(-c2n[nH]c(C)c2-c2ccccc2OC)c(O)c1	5	1.1	-2	-3	-6	21*	3	-24	18
CCOC(=O)N1CCC(Nc2c(NCCN3CCN(c4cccc(Cl)c4)CC3)c(=O)c2=O)CC1	0	1	4	-3	1	4	14	-11	-5
CCOc1ccccc1-n1c(SCC(=O)Nc2ccc(CC)cc2)nc2n[nH]c(C)c2c1=N	/	1.1	-3	2	6	/	/	6	40
CCC(CC)C(=O)Nc1c2c(nn1-c1ccc(OC)cc1)CS(=O)(=O)C2	0	1	-4	-2	/	3	7	-4	5
COc1ccccc1N1CCN(c2ccc(-c3ccccc3)nn2)CC1	8	1	2	/	/	2	11	-5	12
Cc1c(NC(=O)c2c(F)cccc2F)c(=O)n(-c2ccccc2)n1C	-12	1	2	-5	-2	5	-10	3	-5
CS/C(=N\S(=O)(=O)c1cccs1)NC(=O)CSc1nc2ccccc2s1	10	1	3	1	0	3	2	0	32
O=C(COC(=O)C1=COCCO1)Nc1ccccc1Oc1ccccc1	3	1	5	-2	/	2	-5	-16	14
CCC(CO)N=CC1=C(O)CC(C)(C)CC1=O (stereo not given)	11	1.1	7	1	-2	23	-7	-10	-8
Cc1ccc(S(=O)(=O)Nc2cc(C)nn2-c2ccccc2)cc1	4	1	5	-1	3	-30	-13	-5	-13
CCc1nnc(NC(=O)c2ccc(N(C)S(=O)(=O)c3ccccc3)cc2)s1	9	1	4	-3	-2	7	7	-11	8
CC1=C(C(=O)NCCN2CCOCC2)C2(CCC(C)CC2)OC1=O (stereo not given)	-12	1	2	-1	-3	4	14	-6	-2
O=C(Cn1ncc2c1-c1ccccc1OC2)N(Cc1ccco1)C1CCCCC1	1	1	-8	-3	0	11	16	-5	9
Cc1ccc(-c2c3c(=O)n(C)c(=O)n(C)c3cn2Cc2cccnc2)cc1	-17	1	-3	-1	-11	12	21	-2	9

Remaining list, next part
SMILES	FXIIa inh mix	A340 absorber	MMP-13 inhibitor	Hsp90 block	JNK3 inh	FXIa mix inh	AP ELISA ortho	Cdc25B block	DUSP1 inh
Nn1c(SCC(=O)NC2CCCCC2)nnc1-c1ccccc1	8	1	7	/	/	6	9	-12	7
COc1ccc(C/C(O)=C(\C#N)c2nc3ccccc3s2)cc1	0	1.1	-2	-3	/	-23	6	-13	0
Cc1cccc(OCC(=O)Nc2ccc(S(=O)(=O)N3CCCC3)cc2)c1	-3	1.1	2	1	0	3	29	-5	8
O=C(Nc1ccc(S(=O)(=O)N2CCOCC2)cc1)c1ccco1	8	1.1	2	-3	4	5	16	-8	3
COc1ccc2[nH]c(=O)c3c(c2c1)OC(C)(C)C=C3	2	1.1	-11	3	5	6	-3	-26	-10
Cc1cc(C(F)(F)F)c2sc(N)nc2n1	-12	1.1	-10	-10	6	-8	14	-6	-1
COc1ccc(Cc2nnc(SCC(=O)Nc3ncc(C)s3)o2)cc1	-2	1.1	2	0	-6	2	9	-5	30
COc1ccccc1CNC(=O)CCn1c(=O)[nH]c2ccsc2c1=O	-13	0.99	3	-4	/	7	6	-13	-6
Cc1ccc(Nc2cc(C)nc3nc(C)nn23)cc1	5	1.1	5	0	-1	13	13	-6	4
CCC(C)(C)n1nnnc1C(c1cccc(C#N)c1)N1CCN(c2cccc(C)c2C)CC1 (stereo not given)	15	0.98	-3	-2	6	0	-15	0	1
O=c1c2ccccc2nnn1CSc1nc2sc3c(c2c(=O)n1CC1CCCO1)CCC3 (stereo not given)	3	1.1	-2	-3	3	0	13	3	5
CC(NC(=O)c1ccccc1Cl)C1COc2ccccc2O1 (stereo not given)	1	1	2	-3	2	-33	27	0	10
COc1ccc(C=NCCCN2CCOCC2)cc1	/	1	-2	-9	1	/	/	4	-23
O=C1C(=O)N(CCCn2ccnc2)C(c2cccnc2)/C1=C(/O)c1ccc(F)cc1 (stereo not given)	3	1.1	-1	0	-9	2	8	-12	1
CN(c1ccc(C(=O)Nc2cccnc2)cc1)S(C)(=O)=O	0	1.1	2	-2	12	-1	2	1	-2
OC1CCCCC1Sc1nc2ccccc2s1 (stereo not given)	-4	1.1	0	-5	-3	4	28	0	-3
Cc1ccc(-n2nc(C)c3c(-c4cccs4)c(C#N)c(N)nc32)cc1	1	1.1	1	-1	-4	3	-19	6	-18
COc1ccccc1CNC(=O)C1CCCN(S(=O)(=O)c2c(C)[nH]c(=O)[nH]c2=O)C1 (stereo not given)	3	1.1	0	-6	/	6	6	0	-10

Part of the list above in order of formula weight, ascending.
SMILES	FXIIa inh mix	A340 absorber	MMP-13 inhibitor	Hsp90 block	JNK3 inh	FXIa mix inh	AP ELISA ortho	Cdc25B block	DUSP1 inh
Cc1ccc(Nc2cc(C)nc3nc(C)nn23)cc1	5	1.1	5	0	-1	13	13	-6	4
O=C(Nc1ccc(S(=O)(=O)N2CCOCC2)cc1)c1ccco1	8	1.1	2	-3	4	5	16	-8	3
COc1ccccc1CNC(=O)C1CCCN(S(=O)(=O)c2c(C)[nH]c(=O)[nH]c2=O)C1 (stereo not given)	3	1.1	0	-6	/	6	6	0	-10
CCC(C)(C)n1nnnc1C(c1cccc(C#N)c1)N1CCN(c2cccc(C)c2C)CC1 (stereo not given)	15	0.98	-3	-2	6	0	-15	0	1
O=c1c2ccccc2nnn1CSc1nc2sc3c(c2c(=O)n1CC1CCCO1)CCC3 (stereo not given)	3	1.1	-2	-3	3	0	13	3	5
